PhoP inhibition – inhibitors of PhoP regulon expression, primary screen, Salmonella Typhimurium, GFP reporter (AID 1863); hit rate 0.16% among 300,000; S. Typhimurium PhoP-regulated promoter GFP reporter, 4 h; higher % means a stronger effect; inhibition, % at 50 µM; hits with a dose series show IC50 in µM;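 active means inhibition over 29.93%, a cutoff 3 SD above the screen mean, later confirmed by dose response; inconclusive means inhibition over 29.93% but no dose response follow-up; inactive means inhibition at most 29.93% or unconfirmed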;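 further: 0% = low Mg2+ inducing control and 100% = high Mg2+ repressing control; strong numbers were not always called active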
SV40 large T antigen – TAg ATPase/helicase activity blockers – biochemical (AID 1903). SV40 large T antigen ATPase/helicase inhibition assay; higher % means a stronger effect. inhibition, % at 20 µM; hits with a dose series show IC50 in µM. hit rate 0.39% among 310,000; in the data active means a potency from the dose series; inconclusive means inhibition mostly from about 32% at the one dose, without a potency; inactive means the rest, 99 in 100 with inhibition below about 32%; further: strong numbers were not always called active
T cell HTS – modulates CD8 T cell binding to vesicles; 2C CD8+ T cell-vesicle binding, flow cytometry; hits give low values; calls only at 7 µM; hit rate 0.068% among 330,000; AID 2052;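 active means response, share of CD8 T cells binding vesicles, and their 90th percentile fluorescence all below set limits, cut at about 80% in these data, passing the limit was not always enough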
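Material: 2C TCR transgenic mouse naive CD8+ T cells, MACS-purified. Also added: QL9-charged Drosophila Ld/ICAM-1/B7-1 vesicles. Timing: binding 1.5 h at 37 °C. Measured by: high-throughput flow cytometry with anti-B7-1 and anti-CD8 staining. Read-out: percent CD8+ FL2 mean versus row control. Controls: Unloaded micro-vesicles (low), QL9 vesicles with 0.7% DMSO (high).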
NS5 inhibitors – flavivirus cap methylation enzyme inhibition – biochemical, confirmation dose response, primary screen (AID 588689) | Dengue-2 NS5 methyltransferase capping enzyme assay, biochemical; higher % means a stronger effect | hit rate 0.3% among 340,000 | inhibition, % at 25 µM, or IC50 in µM where a hit was titrated; in the data active means a potency from the dose series; inconclusive means inhibition above about 29% without an active follow-up result
RSV antiviral HEp-2 – RSV antiviral activity via CPE protection, HEp-2 cells, primary 10 µM value included (AID 2391). HEp-2 cells, RSV-induced CPE inhibition; higher % means a stronger effect. hit rate 0.13% among 310,000. CPE inhibition, % at 10 µM; hits with a dose series show IC50 in µM; in the data active means a potency from the dose series; inconclusive means CPE inhibition mostly from about 23% at the one dose, without a potency; inactive means the rest, 99 in 100 with CPE inhibition below about 21%; further: strong numbers were not always called active
West Nile virus CPE – West Nile virus antiviral activity, cell-based, CPE readout (AID 1621); West Nile virus-infected cells, CPE inhibition; higher % means a stronger effect; CPE inhibition, % at 10 µM; hits with a dose series show IC50 in µM; hit rate 0.02% among 290,000; in the data active means a potency from the dose series; inconclusive means CPE inhibition mostly from about 3.7% at the one dose, without a potency; inactive means the rest, 99 in 100 with CPE inhibition below about 2.2%; further: strong numbers were not always called active
NTR1 ag – agonists of NTR1, primary screen, imaging, U2OS cells, beta-arrestin-GFP, high content (AID 493036) | NTR1-U2OS beta-arrestin-GFP spot imaging, agonist mode | activation, % at 20 µM | hit rate 0.17% among 330,000;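 active means activation at or above 40% of the spot to cytoplasm intensity ratio, with at least 20 cells analyzed; inconclusive means wells under 20 cells, flagged as cytotoxic or low count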;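 further: 0% = DMSO without peptide and 100% = 100 nM NTR1 peptide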
Target sequence (P30989 whole entry, looked up): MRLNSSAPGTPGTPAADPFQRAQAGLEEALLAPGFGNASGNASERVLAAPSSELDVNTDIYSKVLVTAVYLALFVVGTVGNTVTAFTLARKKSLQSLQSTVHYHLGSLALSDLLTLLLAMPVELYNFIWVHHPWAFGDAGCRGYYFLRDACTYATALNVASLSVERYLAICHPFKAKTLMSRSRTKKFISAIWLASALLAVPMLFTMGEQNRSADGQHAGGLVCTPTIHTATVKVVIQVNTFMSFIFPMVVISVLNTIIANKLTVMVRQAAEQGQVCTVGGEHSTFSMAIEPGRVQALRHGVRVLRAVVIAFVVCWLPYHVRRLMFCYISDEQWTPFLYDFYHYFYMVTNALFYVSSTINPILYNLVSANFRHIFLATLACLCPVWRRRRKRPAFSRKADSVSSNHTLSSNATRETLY
MgcRacGAP inhibition – MgcRacGAP GTPase-activating activity inhibitors, confirmation, biochemical, ADP Hunter fluorescence; MgcRacGAP-stimulated Rac1 GTP hydrolysis, ADP Hunter fluorescence; higher % means a stronger effect; GST-tagged Rac1 F28L mutant substrate; one-dose inhibition, % at 30 µM; IC50 in µM for titrated hits; hit rate 0.6% among 340,000; AID 624330;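 active means first-screen hits whose inhibition reached a set limit at any dose in the follow-up dose series; inconclusive means inhibition above the set first-screen limit but never retested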;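 further: fluorescence reports GDP produced by GAP-driven GTP hydrolysis; strong numbers were not always called active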
K1F lysis inhibition – inhibition of K1F phage lysis, E. coli UTI89, bacterial capsule biogenesis inhibitors, alamar blue (AID 488966) | E. coli UTI89 K1F phage lysis, alamar blue, 2 h; higher % means a stronger effect | inhibition, % at 100 µM, or IC50 in µM where a hit was titrated | hit rate 0.02% among 340,000;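 active means phage lysis inhibition, versus mean bacterial control, above a set limit; inconclusive means no clear call, values can overlap the other calls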;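 further: capsule biogenesis inhibitors block K1F phage lysis so surviving cells raise fluorescence; higher fluorescence means more inhibition of phage lysis; actives were called in the ten point dose series up to 300 µM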
T cell HTS vesicle-bound % – recorded beside T cell HTS, whose call it bears; double positive events, %; measured here: CD8+ vesicle-bound cell fraction;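 binding gate set so that unloaded-vesicle control wells show 10% double positive cells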
NTR1 ag cell count 20 µM – recorded beside NTR1 ag, whose call it bears; cell count; measured here: cell count, cytotoxicity flag
NS5 inhibitors pilot replicate – second read-out of NS5 inhibitors, no call of its own (marks repeat the call); inhibition, %; measured here: pilot screen replicate inhibition
The depositor's hits bear a star; i = inactive; ? = inconclusive; . = not tested or not shown; [ ] = remark or other dose.

SMILES	PhoP inhibition	SV40 large T antigen	T cell HTS	T cell HTS vesicle-bound %	NS5 inhibitors	RSV antiviral HEp-2	West Nile virus CPE	NTR1 ag	NTR1 ag cell count 20 µM	MgcRacGAP inhibition	K1F lysis inhibition	others
COc1ccc(/C=N/N2CCN(C)CC2)c(OC)c1OC	6%	-2%	i	41	-5%	3.3%	0.1%	-0.6	31	1%	-0.1%
NCc1ccc2[nH]c(=O)[nH]c2c1	-5%	9%	i	25	-5%	1.8%	0.3%	0.8	58	13%	0.1%
CCOC(=O)c1sc2nc(N3CCOCC3)c3c(c2c1N)CCC3	9%	12%	i	63	0%	2.5%	0.4%	5.4	78	7%	0.6%
O=C(Nc1cccc(S(=O)(=O)NC2=NCCCCC2)c1)c1cc(-c2ccccc2Cl)nc2ccccc12	0%	5%	i	34	-6%	6.3%	-0.6%	0.7	57	4%	5.8%
COc1ccccc1CO/N=C/c1cccn1-c1nccc(N(C)C)c1C#N	-16%	1%	i	36	-3%	3.1%	-0.2%	1.2	65	2%	0.2%
Cc1ccc(NC(=O)c2[nH]cnc2C(=O)NN)cc1	-4%	6%	i	31	-6%	-0.1%	-0.3%	0.0	36	9%	0.1%
Cc1c(Cl)cccc1Nc1nc(N)nc(CSc2nc3ccccc3s2)n1	14%	11%	i	40	-3%	3.2%	-0.6%	12	43	-4%	-0.9%
Cc1cc(=O)c(C(=O)O)nn1-c1ccccc1	5%	7%	i	36	-4%	0.7%	-0.4%	1.4	63	8%	0.3%
CCOC(=O)C1CCN(c2c(NCc3ccc(N(C)C)cc3)c(=O)c2=O)CC1	-7%	1%	i	58	-8%	0.9%	-0.4%	-1.0	57	6%	0.1%
CCN(C(=O)Cn1cc(C(C)=O)c2ccccc21)c1ccccc1	2%	1%	i	52	-11%	3.6%	-1.1%	-0.5	88	5%	-0.1%
Cc1ccc(S(=O)(=O)c2c(N)n(CCC(C)C)c3nc4ccccc4nc23)cc1	-5%	1%	i	52	-9%	4.3%	0.9%	30	95	-2%	0.0%	NS5 inhibitors pilot replicate=1.2
CN(C)S(=O)(=O)N(CC(=O)N1CCN(Cc2ccccc2)CC1)c1ccccc1	6%	11%	i	26	1%	0.8%	-0.4%	1.4	68	5%	0.3%
O=C(O)C1OC(C(=O)O)C2C1C(F)(F)C2(F)F (stereo not given)	-3%	0%	i	52	-4%	0.0%	-0.2%	0.9	49	3%	4.5%
Cc1nc2c3ccccc3n(CC(=O)c3ccc(F)cc3)c(=O)n2n1	18%	4%	i	2	-4%	-1.4%	-0.4%	10	46	5%	3.6%
CCN(CCn1cccn1)C(=O)CCc1nnc(C2CCCCC2)o1	-2%	10%	i	10	-1%	2.8%	-0.3%	-1.0	51	11%	1.0%
CCOc1ccc(NC(=O)CN2C(=O)CSC(C)C2=O)cc1 (stereo not given)	-14%	6%	i	46	-1%	2.4%	0.1%	1.8	53	1%	0.1%
Cc1cccc(N(C(=O)CCC(=O)Nc2cccnc2)C(C(=O)NC2CCCC2)c2ccncc2)c1 (stereo not given)	5%	15%	i	27	-13%	1.1%	0.0%	1.3	44	6%	2.2%
CCC(=O)N(CC)Cc1cc(=O)[nH]c2ccccc12	0%	-1%	i	10	-9%	2.4%	-0.2%	-0.8	59	5%	0.2%
COc1ccc2c(c1)-c1nc(/N=C/c3ccc(O)cc3)sc1CC2	18%	16%	i	35	-3%	1.1%	-0.9%	.	.	?	2.2%
CN(c1ccccc1)S(=O)(=O)c1cccc(NC(=O)CSc2ncn[nH]2)c1	-14%	13%	i	27	-1%	2.1%	-1.3%	0.2	36	6%	1.3%
Cc1cc(-c2ccccc2)nc(N2CCC(C(=O)NC34CC5CC(CC(C5)C3)C4)CC2)n1	-5%	21%	i	63	3%	2.1%	-0.3%	-1.6	75	7%	0.0%
Cn1c(COc2ccc(Cl)cc2)nnc1SCC(=O)NC1CCCC1	7%	3%	i	36	-7%	1.1%	0.5%	2.5	53	13%	-0.1%
Fc1ccc2[nH]c3c(Cl)ncnc3c2c1	-11%	21%	i	54	5%	8.0%	-1.2%	0.6	46	12%	-0.3%
COC(=O)c1c(C)oc(C)c1S(=O)(=O)NCc1ccc(OC)cc1	-8%	4%	i	24	-3%	0.5%	0.6%	0.8	41	-8%	-1.2%
CCOC(=O)c1ccc(NC(=O)Nc2ccn(C)n2)cc1	-5%	6%	i	26	3%	2.3%	-0.5%	0.6	55	3%	0.8%
COc1ccccc1CNC(=O)N1CCN(c2ccccc2Cl)CC1	-5%	6%	i	18	-2%	3.4%	-0.5%	-0.8	43	-3%	1.5%
COCCSc1nnc(NC(=O)c2cc(OC)c(OC)cc2[N+](=O)[O-])s1	-9%	8%	i	22	-6%	-1.0%	0.3%	-0.4	58	6%	0.4%
O=C(COC(=O)CCc1nc2ccccc2s1)Nc1nc(-c2ccccc2)cs1	-7%	12%	i	43	-3%	1.9%	0.0%	2.9	73	9%	0.4%
Cn1cc(CNC(=O)C2CCCCC2)cn1	-1%	15%	i	50	4%	1.6%	0.3%	-2.2	56	10%	7.0%
Cc1ccccc1CC(=O)NCCN1CCOCC1	-10%	9%	i	54	2%	0.8%	-0.3%	-1.3	56	1%	0.1%
Cc1cccc(CCNC(=O)C2CCN(S(=O)(=O)c3c(C)nn(C)c3C)CC2)c1	-11%	8%	i	16	2%	-0.2%	-0.7%	-5.5	23	-1%	0.2%
O=C(O)c1cnc(-c2ccccc2)nc1Sc1ccccc1	4%	9%	i	29	6%	18%	-0.1%	-2.3	96	8%	0.7%
Cc1ccc(C(=O)N/N=C\c2ccc(OC(=O)c3cccc(F)c3)cc2)cn1	1%	7%	i	19	-14%	1.5%	0.2%	-0.2	45	4%	0.3%
CCN(c1nc(C)cc(OC)n1)S(=O)(=O)c1ccccc1	0%	12%	i	51	-6%	0.5%	0.5%	-0.3	78	1%	0.1%	NS5 inhibitors pilot replicate=-4.9
COC(=O)c1ccc(NC(=O)CCc2nnc3ccc(N4CCC5(CC4)OCCO5)nn23)cc1	-6%	6%	i	10	-6%	2.0%	0.1%	-0.2	67	4%	1.3%
CCN(C(=O)COC(=O)c1cc([N+](=O)[O-])ccc1N1CCOCC1)C1CCCCC1	-1%	14%	i	24	-1%	1.4%	.	1.3	80	0%	1.0%[50 µM]
CCOC(=O)CC1C(=O)NC2CCCCC2N1C(=O)Nc1ccc(Cl)cc1 (stereo not given)	-1%	14%	i	21	.	-0.8%	0.2%	1.0	60	11%	-0.1%
CC1(C)CC(=O)c2c(n(-c3cccc4ccccc34)ccc2=O)C1	-6%	3%	i	52	-2%	3.7%	0.2%	-0.4	49	2%	11%
CC(NC(=O)C1CCC(CNS(=O)(=O)c2ccc3c(c2)C(C)(C)C(=O)N3C)CC1)c1ccccc1 (stereo not given)	.	.	i	17	-5%	2.3%	-0.4%	-1.6	50	1%	-0.5%
O=S(=O)(c1ccc(NC(=S)NN=C(C2CC2)C2CC2)cc1)N1CCOCC1	-4%	16%	i	18	2%	1.6%	0.8%	-0.1	42	12%	0.1%
Cc1sc2ncnc(-n3cnc4ccccc43)c2c1C	24%	18%	i	20	1%	2.5%	-0.1%	0.7	67	2%	0.4%
CCCOC(=O)c1ccc(Oc2c(-c3ccc(OC)cc3O)n[nH]c2C)cc1	13%	3%	i	45	-5%	-4.2%	-0.1%	32	48	13%	1.0%
COc1cc(OC)cc(C(=O)NNC(=O)c2ccccc2Br)c1	25%	18%	i	54	-7%	0.7%	-0.4%	-1.5	78	6%	3.4%
Cc1ccc(S(=O)(=O)NNC(=O)c2ccc(NC(=O)C3CC3)cc2)cc1	-2%	7%	i	19	-5%	0.2%	-0.6%	-0.4	59	8%	0.1%
O=C(NCc1cccnc1)C1CC(c2ccccc2O)=NO1 (stereo not given)	2%	2%	i	67	-6%	0.6%	?	-0.8	51	2%	0.1%	NS5 inhibitors pilot replicate=-5.8
CC1CCc2nn(CC(=O)NCCCN3CCOCC3)cc2C1 (stereo not given)	2%	6%	i	45	-3%	1.6%	-0.4%	0.2	57	1%	5.6%
COc1ccccc1C(CNC(=O)c1cccc(S(=O)(=O)NCc2ccccc2)c1)N(C)C (stereo not given)	-5%	5%	i	14	-1%	0.0%	.	-0.4	95	10%	1.1%[50 µM]
COc1cc2c(cc1OC)CN(C(=O)c1oc3ccccc3c1C)CC2	1%	4%	i	26	-2%	?	-0.9%	0.7	54	12%	-0.4%
CCCCCCOc1ccc(N2C(=O)CC(N(CCc3ccc(S(N)(=O)=O)cc3)C(C)=O)C2=O)cc1 (stereo not given)	-1%	0%	i	33	0%	0.6%	1.6%	0.5	88	1%	2.7%
NC(=O)NC(Cc1ccccc1)C(=O)NNC(=O)COc1ccccc1Cl (stereo not given)	.	.	i	48	-4%	.	.	-2.7	28	4%	-3.5%
The listing continues:
SMILES	PhoP inhibition	SV40 large T antigen	T cell HTS	T cell HTS vesicle-bound %	NS5 inhibitors	RSV antiviral HEp-2	West Nile virus CPE	NTR1 ag	NTR1 ag cell count 20 µM	MgcRacGAP inhibition	K1F lysis inhibition	others
CCc1ccc(NC(=S)N(CCCN2CCN(C)CC2)Cc2cccs2)cc1	0%	6%	i	32	-1%	-0.1%	-0.7%	0.9	47	8%	0.2%
Cc1cccc(CN2CCC(C(=O)Nc3cccc(-c4cscn4)c3)CC2)n1	11%	0%	i	30	-3%	-0.6%	1.0%	0.3	55	8%	0.2%
COc1ccc(-c2nnc(SCC(=O)NNC(=O)c3ccc(C)cc3)o2)cc1	-7%	8%	i	31	-2%	1.3%	0.2%	-0.6	40	8%	5.0%
COc1ccccc1N1CCN(C(=O)C(C)N(c2ccc(C)c(C)c2)S(C)(=O)=O)CC1 (stereo not given)	0%	7%	i	63	4%	3.2%	-0.3%	0.6	63	5%	0.2%
CC(C)(C)NC(=O)CON=C1c2ccccc2-c2ccccc21	-1%	10%	i	4	-1%	12%	0.7%	4.1	57	7%	-0.2%

Screens as filed in PubChem BioAssay.
